GPR55 LPI antagonism: GPR55 antagonists blocking LPI-driven arrestin recruitment, primary screen, imaging, U2OS, beta-arrestin-GFP, LPI agonist (AID 2013); actives 0.13% (n = 290,000); U2OS GPR55 beta-arrestin-GFP translocation imaging, LPI antagonism; higher % means a stronger effect; inhibition, % at 10 µM; hits with a dose series show IC50 in µM;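 active means spots per cell inhibited over 60%, with over 100 cells counted and total cytoplasm intensity under 500,000; inconclusive means wells with under 100 cells, flagged as likely toxic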;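 further: U2OS cells stably carrying GPR55 and arrestin-GFP stimulated by 5 µM LPI near EC80; imaged beta-arrestin-GFP aggregate spots per cell after agonist stimulation; plate controls were LPI-stimulated DMSO wells for no effect and DMSO wells without LPI for full effect; some results filed as inactive read as strong as hits; confirmed hits need IC50 under 10 µM and bright autofluorescent wells are also inconclusive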
SIAH1 antagonists: Siah-1 peptide-binding antagonists, primary screen, biochemical, fluorescence polarization, rhodamine-plectin, uHTS (AID 1817); actives 0.02% (n = 290,000); Siah-1 / rhodamine-plectin peptide fluorescence polarization; higher % means a stronger effect; one-dose displacement, % at 20 µM; IC50 in µM for titrated hits;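 active means displacement of at least 50% at 20 µM, with a fluorescence ratio check between 0.3 and a set limit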;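 further: plate controls were Siah plus tracer with DMSO for no effect and tracer alone without Siah for full effect; strong numbers were not always called active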
Salmonella PhoP GFP: inhibitors of PhoP regulon expression, primary screen, Salmonella Typhimurium, GFP reporter (AID 1863). S. Typhimurium PhoP-regulated promoter GFP reporter, 4 h; higher % means a stronger effect. inhibition, % at 50 µM; hits with a dose series show IC50 in µM. actives 0.16% (n = 300,000);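 active means inhibition over 29.93%, a cutoff 3 SD above the screen mean, later confirmed by dose response; inconclusive means inhibition over 29.93% but no dose response follow-up; inactive means inhibition at most 29.93% or unconfirmed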;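 further: 0% = low Mg2+ inducing control and 100% = high Mg2+ repressing control; strong numbers were not always called active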
HIV fusion peptide: cell-free HIV fusion peptide-binding blockers – biochemical, uHTS, fluorescence dequenching, primary screen (AID 1986); cell-free peptide binding, fluorescence dequenching, 30 min; higher % means a stronger effect; inhibition, % at 20 µM, or IC50 in µM where a hit was titrated; actives 0.3% (n = 290,000); in the data active means inhibition mostly above about 52%, no sharp cut-off; inactive means mostly below about 76%; further: some results filed as inactive read as strong as hits
NTR1 agonist: agonists of NTR1, primary screen, imaging, U2OS cells, beta-arrestin-GFP, high content (AID 493036). P30989. NTR1-U2OS beta-arrestin-GFP spot imaging, agonist mode. activation, % at 20 µM. actives 0.17% (n = 330,000);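 active means activation at or above 40% of the spot to cytoplasm intensity ratio, with at least 20 cells analyzed; inconclusive means wells under 20 cells, flagged as cytotoxic or low count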;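 further: 0% = DMSO without peptide and 100% = 100 nM NTR1 peptide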
Target sequence (P30989 whole entry, looked up): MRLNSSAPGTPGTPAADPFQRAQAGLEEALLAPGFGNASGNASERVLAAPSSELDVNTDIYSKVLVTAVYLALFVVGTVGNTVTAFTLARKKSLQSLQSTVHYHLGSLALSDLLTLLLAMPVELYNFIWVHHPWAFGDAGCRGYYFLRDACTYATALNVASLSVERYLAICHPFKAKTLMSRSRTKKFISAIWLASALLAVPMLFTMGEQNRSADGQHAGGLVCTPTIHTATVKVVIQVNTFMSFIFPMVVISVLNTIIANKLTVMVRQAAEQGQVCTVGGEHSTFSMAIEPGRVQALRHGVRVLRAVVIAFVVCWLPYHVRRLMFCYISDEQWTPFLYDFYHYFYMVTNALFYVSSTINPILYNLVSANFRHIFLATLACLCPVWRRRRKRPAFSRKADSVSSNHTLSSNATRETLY
LYP phosphatase: PTPN22 lymphoid phosphatase activity blockers – biochemical, fluorescence intensity, uHTS (AID 1779) | recombinant LYP phosphatase, fluorescence intensity; higher % means a stronger effect | inhibition, % at 11.5 µM; hits with a dose series show IC50 in µM | actives 0.054% (n = 290,000); in the data active means inhibition above about 50%;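 further: plate controls were vehicle with enzyme for no effect and no enzyme for full effect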
Myeloid diff 2: compounds promoting myeloid differentiation. ER-HoxA9 myeloid progenitors, lysozyme-GFP differentiation, flow cytometry. AID 624256. actives 1% (n = 360,000). calls only at 10 µM;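 active means normalized GFP-positive differentiation at or above the plate's own cutoff, the solvent-only control mean plus 3 SD; inconclusive means no clear call, values can overlap the other calls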;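 further: cells exposed to compound for four days before flow analysis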
GPR35 antagonists: inhibition of zaprinast-stimulated GPR35 beta-arrestin translocation – imaging, U2OS, beta-arrestin-GFP, zaprinast agonist, primary screen (AID 2058); U2OS GPR35 beta-arrestin-GFP translocation imaging, zaprinast antagonism; higher % means a stronger effect; one-dose inhibition, % at 10 µM; IC50 in µM for titrated hits; actives 0.052% (n = 290,000);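 active means inhibition of at least 50% with at least 30 cells and total cytoplasm GFP at most 10,000,000; inconclusive means under 30 cells or total GFP of 10,000,000 plus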
MgcRacGAP inhibition: MgcRacGAP GTPase-activating activity inhibitors, confirmation, biochemical, ADP Hunter fluorescence; inhibition, % at 30 µM; hits with a dose series show IC50 in µM; actives 0.6% (n = 340,000); MgcRacGAP-stimulated Rac1 GTP hydrolysis, ADP Hunter fluorescence; higher % means a stronger effect; GST-tagged Rac1 F28L mutant substrate;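 active means first-screen hits whose inhibition reached a set limit at any dose in the follow-up dose series; inconclusive means inhibition above the set first-screen limit but never retested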;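 further: fluorescence reports GDP produced by GAP-driven GTP hydrolysis; strong numbers were not always called active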
NTR1 agonist cell count 20 µM: also measured in NTR1 agonist; calls as there; cell count; measured here: cell count, cytotoxicity flag
Myeloid diff 2 GFP+ MAC1+ %: recorded beside Myeloid diff 2, whose call it bears; GFP+ MAC1+ double positive, %; measured here: differentiation confirmed by MAC1 staining
An asterisk follows results filed as active; i = inactive; u = inconclusive; x = not tested or not shown.

SMILES	GPR55 LPI antagonism	SIAH1 antagonists	Salmonella PhoP GFP	HIV fusion peptide	NTR1 agonist	NTR1 agonist cell count 20 µM	LYP phosphatase	Myeloid diff 2	Myeloid diff 2 GFP+ MAC1+ %	GPR35 antagonists	MgcRacGAP inhibition
COc1ccc(NC(=O)Nc2ccc(Br)c(C)c2)cc1	-5%	6%	-7%	-1.4%	-0.8	36	-2%	i	0.2	-9%	4%
O=C(/C=C/c1cccc(Cl)c1)NCc1ccncc1	14%	0%	6%	-1.5%	-0.4	61	-6%	i	0.8	5%	8%
O=C(NCCCO)/C(=C\c1cn(-c2ccccc2)nc1-c1cccnc1)NC(=O)c1ccccc1	7%	6%	-7%	0.4%	-1.9	95	1%	i	0.3	-4%	8%
CC1CCCCC1NC(=O)CCC(=O)N1CCOc2ccc(Cl)cc21 (centres undefined)	12%	-1%	0%	0.3%	-0.4	57	-10%	i	0.0	10%	10%
CCCN(C(=O)COC(=O)COc1c(C)cccc1C)c1c(N)n(Cc2ccccc2)c(=O)[nH]c1=O	x	x	-8%	x	-1.1	60	x	i	0.5	x	8%
N#Cc1c(SC(C(=O)O)c2ccccc2)nc2c(c1-c1cccs1)CCCC2 (centres undefined)	-9%	0%	-12%	32%	2.8	61	0%	i	0.2	-15%	0%
Cc1ccccc1NC(=O)c1ccc(S(=O)(=O)C(F)F)cc1	14%	8%	-9%	-1.2%	-0.1	37	-8%	i	1.3	-1%	2%
[O-]/C(=C(\C(=S)Nc1ccc(Cl)cc1)[n+]1ccccc1)c1ccc(OC(F)F)cc1	16%	3%	-1%	1.2%	1.4	39	5%	i	0.6	-4%	11%
CCOC(=O)C1CCN(C2CCN(C(=O)c3oc4c(F)cccc4c3C)CC2)CC1	8%	-2%	3%	0.9%	0.0	54	-4%	i	0.6	1%	9%
O=C(COc1ccccc1)Nc1nnc(S(=O)(=O)N2CCCCCC2)s1	1%	7%	x	2.0%	2.8	47	-7%	i	1.5	-4%	1%
O=C(CN1CCCC1)NC12CC3CC(CC(C3)C1)C2	6%	-1%	-12%	3.6%	2.2	85	-3%	i	1.3	2%	10%
Cc1ccc(Nc2nc(N)nc(CSC(=S)N3CCN(c4ccccc4)CC3)n2)cc1	15%	5%	10%	1.9%	8.1	57	2%	i	0.4	-8%	4%
CCOP(=O)(OCC)C(Nc1ccccc1)c1cc(OC)ccc1OC (centres undefined)	6%	4%	-2%	-1.0%	0.9	55	-5%	i	0.1	-8%	7%
O=C1CC(=O)Nc2cc(S(=O)(=O)N3CCOc4ccccc43)ccc2N1	2%	-10%	x	-0.8%	0.3	47	-6%	i	2.4	14%	11%
COc1cc(NC2c3ncccc3C(=O)N2Cc2ccco2)cc(OC)c1OC (centres undefined)	1%	4%	12%	2.9%	-1.6	105	-6%	i	1.4	0%	4%
COCCCn1cc(C(=O)c2cc(OC)ccc2OCC(=O)Nc2cc(C)on2)cc(C#N)c1=O	3%	3%	6%	-3.1%	-0.2	45	-2%	i	0.9	-9%	15%
O=C(Nc1ccncc1)c1ccc(-c2ccccc2)cc1	-8%	35%	-2%	-3.3%	5.8	40	-4%	i	0.7	-1%	0%
CCCCc1nc2cc(C(=O)N3CCCCC3CCO)ccc2o1 (centres undefined)	12%	1%	1%	-1.6%	3.1	41	-8%	i	0.4	0%	4%
CC(c1ccccc1)c1nnc(NC(=O)Nc2ccccc2F)s1 (centres undefined)	-9%	-3%	1%	0.1%	3.0	97	5%	i	0.7	-2%	x
Cc1ccc(N2C(=O)Nc3ccccc3S2(=O)=O)cc1Cl	14%	-1%	4%	-0.3%	0.8	85	-4%	i	0.3	-14%	x
Clc1cccc(CSc2nccn2-c2ccccc2)c1	19%	-1%	2%	0.1%	0.2	53	-6%	i	0.9	-7%	3%
COc1cc(/C=C2\SC(=S)N(CCC(=O)Nc3ccccn3)C2=O)cc(OC)c1OC	6%	2%	-4%	5.1%	2.2	51	-5%	i	3.8	-7%	-1%
COc1cccc(/C=N/NC(=O)CSc2cccc3cccnc23)c1	13%	10%	3%	-1.8%	5.1	49	-4%	i	0.5	-8%	5%
CCOc1cccc2sc(N(CCCN(C)C)C(=O)c3ccc(S(=O)(=O)N(CC)Cc4ccccc4)cc3)nc12	10%	2%	4%	-2.6%	52*	73*	-2%	i	1.0	-6%	3%
Cc1cccc(C(=O)NC(=S)N2CCN(C(=S)NC(=O)c3cccc(C)c3)CC2)c1	6%	3%	12%	2.2%	-1.0	72	-8%	i	0.1	3%	4%
CCN(CC(=O)Nc1ccc(C(C)=O)cc1)CC(=O)Nc1cccc(OC)c1	7%	20%	8%	0.5%	2.1	51	-4%	i	0.3	-8%	3%
COc1ccc(Cl)cc1NC(=O)c1ccc2c(SCC(=O)O)c3c(nc2c1)CCCC3	-7%	-1%	4%	4.0%	-0.6	53	0%	u	x	3%	4%
CSC1=NCCN1C(=O)c1ccc2ccccc2c1	5%	4%	6%	-0.2%	-1.6	57	-5%	i	0.2	5%	9%
O=C(Cc1ccccc1[N+](=O)[O-])NCc1ccncc1	9%	2%	2%	-0.7%	0.7	71	-4%	i	0.3	14%	9%
N#CC(=NCc1cccnc1)C1=C(O)c2ccccc2C1=O	-18%	4%	-8%	-0.6%	-0.2	49	-8%	i	0.8	8%	7%
CCCOC(=O)C1=C(C)NC2=C(C(=O)CC(C)(C)C2)C1c1ccc(N(C)C)cc1 (centres undefined)	6%	-3%	3%	-1.3%	-1.1	59	-11%	i	0.6	19%	4%
Cc1ccccc1NC(=O)NC1CCCCCCC1	0%	5%	-4%	0.4%	4.0	68	2%	i	0.9	4%	2%
CC1(C)CC(=O)C2=C(C1)N(CC1CCCO1)C(=O)C2(NC(=O)c1cccnc1)C(F)(F)F (centres undefined)	20%	2%	-3%	0.7%	0.9	51	1%	i	1.1	7%	6%
COc1ccc(C2C(=O)N(C3CCCCC3)CC(=O)N2CC2COc3ccccc3O2)cc1 (centres undefined)	10%	0%	-11%	-1.0%	0.1	57	3%	i	0.8	10%	6%
COc1cccc(C(=O)COC(=O)C(C)N2C(=O)C3C4C=CC(C4)C3C2=O)c1 (centres undefined)	-16%	-4%	-3%	-1.4%	-0.8	44	-10%	i	0.7	2%	8%
CC(C)n1c(-c2ccc(N(C)C)cc2)nc2ccccc21	12%	7%	3%	-0.7%	1.4	57	-8%	i	0.6	5%	10%
COc1cc(-c2n[nH]c(=S)n2C(C)c2ccccc2)cc(OC)c1OC (centres undefined)	8%	5%	6%	-2.0%	1.1	56	-5%	i	0.4	-3%	7%
Cc1ccc(CN2CCN(C3CSCCSC3)CC2CCO)cc1 (centres undefined)	8%	12%	7%	1.7%	-0.3	56	-7%	i	0.4	1%	6%
O=C1N(Cc2cccc(Cl)c2)C[C@@H]2C[C@@H](c3cccc4ncccc34)N3CCC[C@@]123	21%	-1%	10%	-0.9%	2.6	27	-5%	i	0.3	13%	4%
COc1ccc2[nH]c(=O)c(CN(C(=O)C3CCCO3)c3ccc(C)c(C)c3)cc2c1 (centres undefined)	-4%	-3%	-2%	-1.2%	0.3	63	-7%	i	0.5	5%	2%
N/C(=N\OC(=O)C1CCCCC1)c1ccc(Cl)cc1	17%	-4%	6%	-2.8%	0.9	55	-10%	i	0.9	1%	6%
Cc1cccc2c(C(=O)N3CCN(c4ccccn4)CC3)cc(-c3cccc(Br)c3)nc12	8%	0%	2%	3.2%	5.7	58	-3%	i	0.6	2%	1%
Cc1ccc(C(C(=O)NCc2ccco2)N(CC2CCCO2)C(=O)Cn2nnc3ccccc32)cc1 (centres undefined)	-5%	2%	2%	-0.9%	0.2	48	0%	i	0.2	13%	0%
COc1ccccc1OCC(=O)NCCSCc1ccccc1Cl	6%	1%	17%	-2.5%	2.3	49	-5%	i	1.0	9%	11%
CCOc1ccc(NC(=O)Nc2cc(C)ccc2F)cc1	-13%	1%	-2%	-2.5%	-4.1	79	-3%	i	0.9	4%	5%
N#Cc1c(-c2ccncc2)c2c([nH]c1=O)-c1ccccc1OC2	13%	14%	-14%	0.8%	0.7	41	-11%	x	x	-13%	x
CC(=O)Nc1ccc(NC(=O)COC(=O)c2ccco2)cc1	2%	2%	1%	-1.1%	2.4	39	-7%	i	0.4	15%	3%
CCOC(=O)C1=CN(c2cccc(F)c2)C=C(C(=O)OCC)C1c1cc(OC)c(O)c([N+](=O)[O-])c1	49%	7%	13%	16%	1.7	48	5%	i	5.8	1%	6%
Cc1ccc(S(=O)(=O)N(C)C)cc1-n1c(SCC(=O)Nc2ccccc2)nc2ccccc2c1=O	9%	7%	14%	1.3%	1.0	48	10%	i	0.8	-12%	8%
CCCCC(=O)Nc1ccccc1C(=O)OCC(=O)c1ccc2c(c1)OCCO2	-8%	3%	4%	1.6%	5.4	63	8%	i	0.8	1%	1%

Later entries:
SMILES	GPR55 LPI antagonism	SIAH1 antagonists	Salmonella PhoP GFP	HIV fusion peptide	NTR1 agonist	NTR1 agonist cell count 20 µM	LYP phosphatase	Myeloid diff 2	Myeloid diff 2 GFP+ MAC1+ %	GPR35 antagonists	MgcRacGAP inhibition
O=C(Nc1ccccc1C(=O)O)c1ccc2c(c1)C(=O)N(c1cccc([N+](=O)[O-])c1)C2=O	1%	4%	x	46%	x	x	-1%	i	0.4	0%	12%
COc1cccc(C2c3[nH]c4ccccc4c3C[C@H]3C(=O)N(C4CC4)CC(=O)N23)c1 (some centres undefined)	9%	11%	x	-1.4%	-0.4	90	-4%	i	0.2	13%	9%
Cc1coc2cc3oc(=O)c(CCC(=O)N4CCC(C(=O)O)(c5ccccc5)CC4)c(C)c3cc12	-8%	2%	-8%	3.7%	-1.1	82	-7%	i	2.4	2%	4%
Cc1cc(C(=O)COC(=O)C2=COCCO2)c(C)n1-c1cccc(F)c1	x	x	-7%	x	0.3	62	x	i	1.7	x	4%
CN(C(=O)CSc1nnc(-c2ccccc2)c(-c2ccccc2)n1)C1CCS(=O)(=O)C1 (centres undefined)	5%	-4%	6%	-0.9%	-2.4	68	-7%	i	1.0	7%	8%
S=C(c1c[nH]c2ccccc12)N1CCOCC1	9%	-2%	-2%	-0.7%	-0.1	45	-9%	i	0.4	-11%	10%
